uPA generation: qHTS for Inhibitors of Cell Surface uPA Generation. cell surface uPA generation assay, qHTS. Potency, µM (highest dose often 38.3 µM), without a hit: at the highest dose activity change, negative = inhibition, hits mostly inhibitors. 0.31% of 330,000 active. AID 540303, 2011; active means well fitted inhibition curve with a large enough effect; inconclusive means small, poorly fitted or top-dose-only effect; inactive means no such curve, though single readings can be large or run the other way; tested in mouse RAW 264.7 cells; further: potency means the concentration at half of the fitted maximal effect; on the % scale 0 is the no-effect control and ±100 the full control effect; nearly all actives have a fitted effect of over 55% in size
Gal4-VP16 FLuc: VP16 counterscreen qHTS for inhibitors of ROR gamma transcriptional activity; Drosophila S2 Gal4-VP16 UAS-luciferase, luminescence, 20 h; Potency, µM (series often up to 53.6 µM), for the others: at the highest dose activity, negative = inhibition, hits mostly inhibitors; 3.5% of 310,000 active;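 further: Gal4-VP16 expression switched on by copper sulfate through the metallothionein promoter; potency means the concentration at half of the fitted maximal effect; on the % scale 0 is the no-effect control and ±100 the full control effect; nearly all actives have a fitted effect of over 50% in size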
NPC1 promoter act: qHTS Assay for NPC1 Promoter Activators; 2.4% of 320,000 active; Potency, µM (highest dose often 9.22 µM), inactives show at the highest dose activation, actives largely listed as activators; Huh7 NPC1 promoter luciferase reporter, 24 h;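 further: potency means the concentration at half of the fitted maximal effect; % of control where 0% means no effect; nearly all actives have a fitted effect of over 60% in size; reporter is driven by a mutant NPC1 promoter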
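Compounds in DMSO were transferred onto Huh7 NPC1-luciferase reporter cells pre-incubated 2 h; after 24 h at 37 °C, Amplite reagent was dispensed and luminescence recorded 10 min later.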
Tb PFK inh: qHTS Assay to Find Inhibitors of T. brucei phosphofructokinase | ATP-dependent 6-phosphofructokinase (Trypanosoma brucei brucei), O15648 | T. brucei PFK, ADP-Glo luminescence | Potency, µM (doses to about 57.5 µM), inactives show at the highest dose activity, negative = inhibition, usual class: inhibitors | 0.17% of 330,000 active;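 further: potency means the concentration at half of the fitted maximal effect; 0% = uninhibited 1x PFK enzyme wells and -100% = no-enzyme wells; nearly all actives have a fitted effect of over 60% in size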
Target sequence (O15648 whole entry, looked up): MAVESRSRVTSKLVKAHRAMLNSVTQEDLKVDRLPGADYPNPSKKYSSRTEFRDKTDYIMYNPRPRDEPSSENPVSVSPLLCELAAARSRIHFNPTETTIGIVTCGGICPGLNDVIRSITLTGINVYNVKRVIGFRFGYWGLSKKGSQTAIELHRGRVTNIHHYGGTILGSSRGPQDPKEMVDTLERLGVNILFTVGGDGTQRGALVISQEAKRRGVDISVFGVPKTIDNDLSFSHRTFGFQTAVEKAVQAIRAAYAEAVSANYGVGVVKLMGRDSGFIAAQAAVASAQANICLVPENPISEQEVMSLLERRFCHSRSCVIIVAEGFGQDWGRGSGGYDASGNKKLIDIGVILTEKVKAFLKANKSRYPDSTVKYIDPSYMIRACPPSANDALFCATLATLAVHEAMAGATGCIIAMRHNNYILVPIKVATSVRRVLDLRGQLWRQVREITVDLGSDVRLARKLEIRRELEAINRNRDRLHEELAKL
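Activity is normalized to no-enzyme wells (full inhibition) and 1.25 nM enzyme wells (no inhibition). Reaction: 0.5 mM F6P, 0.1 mM ATP, 45 min RT, ADP-Glo luminescence; concentration-response curves fitted and classed by quality.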
ELG1 genotox: qHTS screen for small molecules that induce genotoxicity in human embryonic kidney (HEK293T) cells expressing luciferase-tagged ELG1. HEK293T ELG1-luciferase reporter, luminescence, 16 h. Potency, µM (titrated, usually from 46 µM), for the others: at the top dose activity change, positive = activation, usual class: activators. 1.3% of 330,000 active. AID 504466, 2011; further: potency means the concentration at half of the fitted maximal effect; % of control where 0% means no effect; nearly all actives have a fitted effect of over 60% in size
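Reporter readout depends on ELG1 protein level, which increases with genetic stress. After 16 hr compound exposure at 37 °C, luciferase activity was quantified using ONE-Glo.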
FLuc modulator: qHTS profiling assay for firefly luciferase inhibitor/activator using purifed enzyme and Km concentrations of substrates (counterscreen for miR-21 project). Luciferin 4-monooxygenase (Photinus pyralis), P08659. purified FLuc, Km substrates, luminescence inhibition. Potency, µM (top dose mostly 57.5 µM), for the others: at the top dose activity change, negative = inhibition, most hits filed as inhibitors. 6.9% of 360,000 active. AID 588342, 2011;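 further: potency means the concentration at half of the fitted maximal effect; plate controls were vehicle for no effect and reference inhibitor for full effect; nearly all actives have a fitted effect of over 55% in size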
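Purified P. pyralis luciferase, 10 nM final, with Km-level 10 uM D-luciferin and 10 uM ATP in 50 mM Tris acetate pH 7.5, 10 mM Mg acetate, 0.01% Tween-20, 0.05% BSA; 6-point qHTS titration about 60 µM downward; luminescence read.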
Giardia killer: Small Molecules that selectively kill Giardia lamblia: qHTS. 0.15% of 340,000 active. Giardia lamblia trophozoite viability. activity change, % at 7.66 µM, hits read low; in the data active means activity change below about -80%; inconclusive means between about -30% and that limit;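 further: parasites exposed to compound for two days anaerobically before the ATP read; on the % scale 0 is the no-effect control and ±100 the full control effect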
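Luminescent ATP signal served as the viability read-out, measured 15-30 min after adding ATP detection reagent to trophozoites that had been incubated with compounds for 48 hrs at 37 deg C anaerobically at 100 cells/well.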
Rab9 promoter act: qHTS Assay for Rab9 Promoter Activators; Huh7 Rab9 promoter-luciferase reporter, luminescence, 24 h; Potency, µM (series often up to 9.22 µM), without a hit: top-dose activation, negative = inhibition, actives largely listed as activators; 2.8% of 320,000 active; further: potency means the concentration at half of the fitted maximal effect; % of control where 0% means no effect; nearly all actives have a fitted effect of over 60% in size
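Promoter activation is measured as luciferase luminescence in Huh7 cells stably transfected with a Rab9 promoter–luciferase construct, following 24 h compound exposure at 37 °C and 10 min reagent incubation at ambient temperature.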
KCNH2 3.1 block: qHTS for Inhibitors of KCHN2 3.1: Mutant qHTS; AID 720553, 2013; U2OS KCNH2 3.1, thallium flux FluxOr; hits give low values; activity change, % (tested at about 1.8 µM); Potassium voltage-gated channel subfamily H member 2, brain isoform KCNH2 3.1 (human); 0.95% of 340,000 active;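 active means maximum activity change below -70%; inconclusive means maximum activity change from -70% to -50%; inactive means maximum activity change above -50%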;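 further: thallium influx rate constant from kinetic fluorescence after stimulation buffer; on the % scale 0 is the no-effect control and ±100 the full control effect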
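Measured as rate of thallium-driven FluxOr signal in transduced U2OS cells carrying the 3.1 channel, read kinetically for 2 min upon stimulation; values are rate constants scaled to DMSO control wells.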
FBPA coupling cs: qHTS Assay for Inhibitors of Fructose-1,6-bisphosphate Aldolase from Giardia Lamblia: Coupling assay counterscreen; coupling enzyme system counterscreen, AmpLite Red fluorescence; activity change, negative = inhibition, % at 58.2 µM, hits read low; 0.67% of 290,000 active; in the data active means activity change below about -30%; further: on the % scale 0 is the no-effect control and ±100 the full control effect
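Counterscreen lacking aldolase: glyceraldehyde-3-phosphate coupling-enzyme reagent preincubated 10 min at RT with compound (at 57.5 uM final), then substrate/coupling system with AmpLite Red added; fluorescence read at 525/598 nm after 20 min RT.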
RORgamma inh: qHTS for inhibitors of ROR gamma transcriptional activity; Nuclear receptor ROR-gamma (Mus musculus), P51450; Drosophila S2 Gal4-RORgamma UAS-luciferase reporter, 20 h; Potency, µM (highest dose often 53.6 µM), inactives show at the top dose activity change, negative = inhibition, actives largely listed as inhibitors; 5.4% of 310,000 active; further: potency means the concentration at half of the fitted maximal effect; on the % scale 0 is the no-effect control and ±100 the full control effect; nearly all actives have a fitted effect of over 60% in size
Target sequence (P51450 whole entry, looked up, the tested form may be a part): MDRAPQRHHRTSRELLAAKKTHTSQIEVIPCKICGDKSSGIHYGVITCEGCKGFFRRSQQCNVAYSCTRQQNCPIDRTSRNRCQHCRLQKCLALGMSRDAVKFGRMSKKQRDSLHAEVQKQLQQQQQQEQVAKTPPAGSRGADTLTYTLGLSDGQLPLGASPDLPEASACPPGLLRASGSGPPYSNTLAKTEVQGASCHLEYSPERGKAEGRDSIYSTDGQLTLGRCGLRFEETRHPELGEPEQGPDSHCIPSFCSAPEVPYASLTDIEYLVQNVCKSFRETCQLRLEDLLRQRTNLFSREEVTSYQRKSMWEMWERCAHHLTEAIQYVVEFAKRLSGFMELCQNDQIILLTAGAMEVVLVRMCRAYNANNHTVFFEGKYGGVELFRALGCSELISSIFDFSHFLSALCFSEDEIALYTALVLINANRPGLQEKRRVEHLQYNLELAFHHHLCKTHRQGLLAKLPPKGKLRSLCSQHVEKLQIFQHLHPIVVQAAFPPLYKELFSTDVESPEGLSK
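A Gal4/UAS one-hybrid system in insect cells: metallothionein-promoter Gal4–ROR gamma fusion plus Photinus luciferase reporter. Copper sulfate 700 uM final, 20 hr ambient incubation, luminescent detection after 10 min with reagent.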
* marks the source's active call; other numbers are inactive results; ? = inconclusive; . = not tested or not shown; & = joins results of further samples; [ ] = another dose, or the depositor's remark. Unless noted, the call rests on the fitted dose curve; in most records, active means well fitted curve in the direction sought with a large enough effect; inconclusive means small, poorly fitted or top-dose-only effect, or another doubt; inactive means no such curve, though single readings can be large; an effect the other way counts as inactive or inconclusive. An unsorted share of the library; overall some 14% were active at least once.

SMILES	uPA generation	Gal4-VP16 FLuc	NPC1 promoter act	Tb PFK inh	ELG1 genotox	FLuc modulator	Giardia killer	Rab9 promoter act	KCNH2 3.1 block	FBPA coupling cs	RORgamma inh
Clc1ccc(C2CC(c3cccs3)n3ncnc3N2)cc1 (stereo not given)	2%	-24%	-1%	0%	0%	6%	-4	-2%	4	-1	-9%
COc1cccc(CC(=S)N2CCOCC2)c1	-1%	6%	6%	1%	3%	-2%	-17	10%	8	2	7%
CN1CCc2cc(O)c(O)cc2C(c2ccccc2)C1 (stereo not given)	11%	.	8%[46.1 µM]	?	3%	-13%	2	5%[46.1 µM]	-6	.	.
O=C(Nc1cccc(NC(=O)c2ccc(Cl)cc2)n1)c1ccc(Cl)cc1	1%	-10%	1%	1%	?	0%	18	-1%	.	.	8%
Nc1nc(CSc2ncccn2)nc(Nc2ccccc2)n1	-1%	3%	4.5µM*	0%	?	24µM*	7	4µM*	-35	1	4%
CCOC(=O)c1cnn(-c2ccc(F)cc2)c1N	1%	19%	7%	2%	7%	-16%	14	1%	-4	0	16%
COc1ccccc1N1C(=O)[C@@H]2C(C(=O)CN3C(=O)c4ccccc4C3=O)=NN[C@@H]2C1=O	5%	-8%	4%	1%	1%	4%	-8	-4%	7	3	5%
COc1ccc2c(c1)c(=O)oc1cc3occ(C(C)(C)C)c3cc12	-2%	3%	-1%	-10%	-6%	-1%	30	-9%	11	4	12%
Cc1cc(OCC(=O)OCC(=O)c2c(N)n(C)c(=O)n(C)c2=O)ccc1Cl	6%	.	-2%	2%	0%	.	-12	-3%	0	.	.
Cc1nn2c(N3CCN(C4CCCC4)CC3)cc(C(C)(C)C)nc2c1-c1ccccc1	.	7%	-2%	1%	0%	1%	-5	-9%	1	1	4%
CCN(c1ccccc1)S(=O)(=O)c1cc2c(cc1C)n(C)c(=O)c(=O)n2C	6%	1%	-6%	-5%	1%	0%	6	0%	0	2	-34%
O=C(Cn1nnc2ccccc21)OCC(=O)c1ccc(Cl)cc1	.	0%	-3%	0%	0%	?	.	1%	.	1	0%
COC(=O)c1cc(-c2c(C)nn(-c3ccccc3)c2C)n[nH]1	-6%	25%	19%	12%	?	?	6	17%	-1	1	?
Cc1cccc(-n2[nH]c(C)c(C=Nc3ccc4[nH]c(=O)[nH]c4c3)c2=O)c1	10%	-15%	1%	1%	-2%	?	-1	-1%	2	4	21%
COC(=O)Cn1cnc2c(Cl)nc(F)nc21	?	.	.	5%	9%	.	-17	.	0	.	.
O=C(Cn1c(=O)n(CCCCC(=O)NC2CCCC2)c(=O)c2ccccc21)NCCC1=CCCCC1	3%	-9%	0%	10%	0%	3%	5	2%	-6	5	33%
COC1=Cc2c(ccc3ccc(=O)oc23)OC1(C)C	-2%	-3%	0%	-5%	9%	-8%	19	-4%	-5	-4	-25%
Cc1cccc(NC(=O)c2cc3n(n2)C(C(F)(F)F)CC(c2ccc4c(c2)OCO4)N3)c1 (stereo not given)	.	-26%	-5%	-4%	-30%	6%	15	-4%	-11	-14	6%
COc1ccc(-c2cccc(C3CC=CC4C3C(=O)N(Cc3ccccc3)C4c3ccc4ccccc4c3)c2)cc1 (stereo not given)	22%	-1%&0%	2%	-6%	-4%	-1%	-27&0	-6%	-15	3&2	8%&6%
CC1(C2CC2)NC(=O)N(CC(=O)Nc2ccc(C(F)(F)F)cc2)C1=O (stereo not given)	?	.	-3%	-2%	6%	.	0	2%	-16	.	.
Cc1nc(C#N)c(N/N=C/c2cccc(Cl)c2)o1	-11%	-5%	?	0%	?	4.8µM*	?	?	15	-4	19%
O=C(Nc1ccccc1)c1ccc2ccccc2n1	?	-19%	20%	0%	?	4.8µM*	-16	?	-4	1	-16%
Cc1cccc(NC(=S)N2CCC(C(=O)c3ccc(F)cc3)CC2)c1C	2%	?	-2%	-9%	0%	-1%	-8	0%	1	2	?
Cn1c(CNC(=O)C(Cc2ccccc2)NC(=O)c2ccccc2)cc(=O)n(C)c1=O (stereo not given)	-1%	-13%	0%	0%	-3%[9.26 µM]	-3%	2	0%	2	0	-1%
O=C(COc1ccccc1Cl)c1ccc[nH]1	-4%	?	19%	0%	?	?	12	?	-3	0	1%
COc1ccc(NC2CCCN(C(=O)c3oc(C)cc3C)C2)cc1OC (stereo not given)	-5%	-11%	1%	1%	-5%	0%	-10	0%	9	.	-26%
Cn1c(C(=O)N2COCC2(C)C)cc2c(=O)n3ccccc3nc21	-1%	-8%	25%	-28%	14%	?	-5	23%	-1	0	-7%
CC(C)c1ccc(C(=O)NCCCN2CCN(CCCNC(=O)c3ccc(C(C)C)cc3)CC2)cc1	-10%	?	-3%	-2%	4%	?	2	0%	?	0	?
O=S(=O)(NCc1ccccc1)c1ccc(S(=O)(=O)N(Cc2ccccn2)Cc2ccco2)cc1	8%	10%	-1%	0%	14%	1%	1	8%	-25	2	-2%
O=C(CSC1=NS(=O)(=O)c2ccccc2N1)Nc1cccc(F)c1	-1%	.	7%	?	-1%	-19%	13	-1%	-7	.	.
O=C1CN(C(=O)COC(=O)c2ccccc2O)c2ccccc2N1	0%	-11%	-4%	-5%	-1%	0%	-5	2%	2	3	26%
CCO[C@@H]1OC(C(=O)NCc2ccccc2)=C[C@H](c2ccc3c(c2)OCO3)[C@H]1CCCO	7%	-5%	-6%	-2%	3%	1%	4	5%	.	1	-1%
N#CCC(=O)c1ccccc1Oc1ccc(Cl)cc1	3%	5%	-6%	-2%	9%	?	-11	-6%	4	4	43%
CC(C)(C)c1ccc(C(=O)O)c(C(=O)c2ccccc2)c1	1%	-14%	-2%	-2%	-2%	2%	-1	-13%	12	8	1%
COc1cc(C(=O)N/C(=C\c2cn(C)c3ccccc23)C(=O)N2CCN(C)CC2)cc(OC)c1OC	-5%	0%	-32%[inhibitor]	0%	3%	7%	6	-15%	3	1	-19%
CC1(C)C2([N+](=O)[O-])CN3CC1([N+](=O)[O-])CN(C2)C3C(O)C(O)C(O)CO (stereo not given)	1%	5%	1%	1%	0%	1%	-2	0%	-8	3	4%
CCCC(=O)N(c1ccc2oc(=O)sc2c1)S(=O)(=O)c1ccccc1	-12%	?	1%	5%	-9%	1%	4	0%	-2	1	?
COc1ccc(Cn2ccnc2CO)cc1[N+](=O)[O-]	-5%	-15%	1%	-4%	-1%	0%	6	-5%	-13	2	3%
Cc1cc(NS(=O)(=O)c2ccc(NC(=S)NCc3ccccc3)cc2)no1	1%	2%	-1%	19µM*	1%	-1%	16	0%	-21	1	29%
O=C(Cn1c(=O)oc2ccccc21)Nc1ccc(Cl)cc1Cl	-3%	-1%	-5%	0%	0%	?	19	-5%	-4	3	1%
O=C(O)c1cc(-c2ccccc2)n(-c2ccccc2)n1	-1%	-3%	-3%	-2%	-2%	3%	6	2%	-1	8	-6%
COc1ccc(S(=O)(=O)N2CCN(C)CC2)cc1Br	-5%	-1%	0%	-7%	-5%	-3%	-1	1%	-3	2	-13%
CCC1(C)CC(=O)N(c2ccc(F)c(Cl)c2)C(=O)C1	0%	4%	1%	3%	-3%	3%	5	0%	-6	-5	-14%
CC1=C(C(=O)OCC2CCCO2)C(c2ccc(O)cc2)NC(=O)N1 (stereo not given)	.	0%	1%	-9%	1%	0%	-10	6%	-15	0	-6%
COc1ccc(N(CC(=O)Nc2ccccc2OC)S(=O)(=O)c2ccc(OC)c(OC)c2)cc1	-2%	25%	-2%	0%	-5%	4%	?	3%	4	0	13%
CC(C)N(O)C(=O)NC(C)(C)C	0%	-8%	1%	0%	1%	4%	-2	-4%	-31	1	6%
Cc1c(Cl)cccc1NC(=O)CCN1C(=O)NC(C)(C)C1=O	12%	.	-2%	1%	2%	1%	-5	-6%	1	.	.
COc1ccc(CN2CCN(Cc3cccc(F)c3)CC2)cc1OC	-8%	-6%	-2%	-1%	-4%	-2%	-1	-2%[1.84 µM]	-1	0	-11%
O=C(Nc1ccc(N2CCN(C(=O)c3ccco3)CC2)c(Cl)c1)c1cc2ccccc2o1	-11%	-17%	-22%	1%	-24%	?	-19	-5%	-113*	-26	?
CC(C)CN(CC(C)C)S(=O)(=O)N1CCC(C(=O)NC2CCCCCCC2)CC1	3%	-1%	-4%	4%	-1%	3%	9	-6%	-2	2	12%
